Screening data as filed in PubChem.
aSyn yeast rescue: alpha-synuclein toxicity suppression in yeast. S. cerevisiae alpha-synuclein toxicity rescue, BacTiter-Glo growth, 24 h. Potency, µM (doses to about 46.1 µM), for the others: top-dose growth rescue (activation), hits mostly activators. 94,000 compounds, 0.02% hits. AID 1347070; active = well fitted activation curve with a large enough effect; inconclusive = small, poorly fitted or top-dose-only effect; also: 0% is about no effect
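Growth restoration measured by BacTiter-Glo luminescence after 24 hr at 30 deg C; alpha-synuclein yeast, raffinose-pregrown to mid-log, were added at OD600=0.02 in galactose medium onto pinned compounds.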
* marks the source's active call; other numbers are inactive results; ? = inconclusive; & = joins results of further samples. Potency is read from the fitted curve at half-maximal effect. These rows are one share of the data, so the mix of outcomes need not match the whole.

Structure,aSyn yeast rescue
Cc1ccc2c(=O)n3c(nc2c1)C(Cc1ccc(O)cc1)NC(=O)c1cc2ccccc2cc1-3 (stereo not given),5.0%
N#Cc1ccc(OCC(=O)Nc2cc(S(=O)(=O)N3CCOCC3)ccc2N2CCOCC2)cc1,7.6%
CCn1c(CCCNC(=O)c2cccs2)nc2ccccc21,-2.8%
O=C1CCn2nc(-c3ccc(Cl)cc3)cc2N1,1.1%
COc1cccc2cc(C(C)N(CCCN3CCOCC3)C(=S)Nc3ccc(C)cc3)oc12 (stereo not given),-1.1%
Cc1cc2c(cc1S(=O)(=O)Nc1cccc(C)c1C)n(C)c(=O)c(=O)n2C,-27.3%
CCc1nnc(NC(=O)CSc2nccn2Cc2ccc(F)cc2)s1,-2.7%
Cc1cn([C@H]2C[C@H](O)[C@@H](CNC(=O)[C@H](N)Cc3cn(COCc4ccccc4)cn3)O2)c(=O)[nH]c1=O,-8.7%
COC(=O)c1ccc(C(=O)OC)c(NC(=O)c2cc3nc(-c4ccc(C)cc4)cc(C(F)(F)F)n3n2)c1,0.9%
COc1ccc(-c2noc(-c3ccc(NC4CCCC4)c([N+](=O)[O-])c3)n2)cc1,-6.2%
O=C(Nc1nc(-c2ccc3c(c2)OCCO3)cs1)c1ccc(Br)o1,-7.5%
O=C(/C=C/c1ccccc1[N+](=O)[O-])OCC(=O)N1CCN(c2ccccc2)CC1,13.4%
O=c1c2nnn(Cc3ccccc3)c2ncn1C/C=C/c1ccccc1,10.0%
COc1ccc(C2c3c(-c4ccccc4O)n[nH]c3C(=O)N2Cc2ccco2)cc1 (stereo not given),5.2%&13.6%
COc1ccc(NC(=O)CSc2nc(-c3ccco3)cc(C(F)(F)F)n2)cc1OC,3.5%
CCc1ccc(N2CC(c3nc4ccccc4n3Cc3ccccc3C)CC2=O)cc1 (stereo not given),18.5%
C[C@H](CO)N1C[C@H](C)[C@@H](CN(C)C(=O)c2cccnc2)Oc2ncc(Br)cc2C1=O,7.2%
NS(=O)(=O)c1ccc2nc(NC(=O)Nc3ccc(F)cc3)sc2c1,1.2%
CC(CCc1ccccc1)NC(=O)CCNS(=O)(=O)c1ccccc1 (stereo not given),2.6%
C/C(=N\NC(=O)C1CC1)c1cccs1,-7.4%
Cc1ccc(NC(=O)c2cc3c(Cl)nc4ccc(C)cc4c3s2)c(Cl)c1,1.3%
COc1ccc(NC(=O)CN2CCN(CC(=O)Nc3ccccc3F)CC2)cc1OC,0.6%
Cc1cc2nc(-c3ccc(=O)[nH]c3)n(Cc3ccccc3)c2cc1C,-6.8%
COC(=O)C1CCN(C(=O)CN2C(=O)c3ccccc3S2(=O)=O)CC1,1.1%
Cc1ccc(C(=O)NCC(c2cccnc2)N2CCc3ccccc3C2)cc1C (stereo not given),9.9%

(listing goes on)
Structure,aSyn yeast rescue
Cc1cc(C)cc(NS(=O)(=O)c2ccc(NC(=O)C3CCCCC3C(=O)O)cc2)c1 (stereo not given),-8.1%
Cc1ccc(C)c(N2CCN(C(=O)CCS(=O)(=O)c3ccc4c(c3)oc(=O)n4C)CC2)c1,2.4%
Cc1nc2nc(SCC(=O)Nc3ccccc3Cl)nn2c(C)c1Cc1ccccc1,7.9%
O=C(c1ccc(-c2ccccc2Cl)o1)N1CCN(c2ccccc2O)CC1,?
O=C(CSc1ncccc1C(=O)Oc1ccccc1Cl)Nc1ccc(C(F)(F)F)cc1Cl,-3.1%
Cc1sc2nc(COC(=O)c3ccc(O)cc3)[nH]c(=O)c2c1C,6.3%
O=C(Nc1ccc2nc(SCCOc3ccccc3)sc2c1)c1cccs1,0.8%
Cc1cccc(OCC(=O)NCCCNC(=O)c2cccnc2)c1,-0.8%
CC1=C(C(N)=O)C(c2ccc(C)cc2)n2nc(SCc3ccccc3)nc2N1 (stereo not given),-6.4%
COc1cc(Cl)ccc1OCc1cc(C(=O)N2CCN(C)C(=O)[C@@H]2C)no1,13.8%
Cc1cccc(N2CCN(C(=O)CCNS(=O)(=O)c3ccc4c(c3)CCN4C(=O)C3CC3)CC2C)c1 (stereo not given),0.0%
COc1ccc(NS(=O)(=O)c2cccc(C(=O)NNC(=O)c3ccccc3O)c2)cc1,0.0%
Cc1cc(NC(=O)CSc2nnc(-c3c[nH]c4ccccc34)n2C)no1,3.4%
C/C(=N\Nc1nc2ccccc2[nH]1)c1cc2ccccc2o1,-8.7%
CCOc1cc(N2CCOCC2)c(OCC)cc1NC(=O)c1cccc(N(C)C)c1,4.7%
O=C(CN(Cc1ccccc1)C(=O)CCC(=O)Nc1nccs1)NCc1ccc(F)cc1,-4.6%
Cc1ccc(-n2c(SCC(N)=O)nc3c(oc4ccccc43)c2=O)cc1C,1.5%
O=C(c1cncc(Br)c1)N1CCN(S(=O)(=O)c2ccccc2)CC1,12.4%
CCCN(C(=O)c1sc2nc3n(c(=O)c2c1C)CCCC3)c1ccccc1C,6.4%
CC1CCN(S(=O)(=O)c2ccc3ncn(CC(=O)Nc4ccccc4C(F)(F)F)c(=O)c3c2)CC1,-8.4%
Cc1ccc(CN2CCCn3nc(C(=O)NCC(C)c4ccccc4)cc3C2=O)cc1 (stereo not given),-7.6%
Cc1cc(C)n(S(=O)(=O)c2ccc3oc(=O)ccc3c2)n1,10.4%
COCCCNC(=O)Cn1nc(N2CCN(c3ccccc3)CC2)ccc1=O,-3.0%
CCCNC(=O)N1CCCN(S(=O)(=O)c2ccc3c(ccn3CC)c2)CC1,-2.1%
CNc1ccc(-c2nc(-c3ccccc3C)no2)cc1[N+](=O)[O-],-1.2%

Next compounds.
Structure,aSyn yeast rescue
CSc1cccc(NC(=S)N2CCC(N(C)C3CCCCCC3)CC2)c1,7.1%
CN(C)CCCNCC(=O)NN(c1ccccc1)c1ccccc1,3.1%
CCc1cc2c(cc3c(=O)n(CC(=O)NCc4cc(Br)ccc4OC)ncn32)s1,-7.3%
Cc1cc(NC(=O)c2cc(-c3cccc(Cl)c3)on2)n(-c2ccccc2)n1,-8.3%
COc1ccc(CC(=O)NC(C)CCc2ccccc2)cc1 (stereo not given),10.7%
CN(CC(=O)Nc1ccccc1C(F)(F)F)C(=O)C1CCN(S(=O)(=O)c2ccc3c(c2)OCCO3)CC1,0.1%
COc1ccc(Cl)cc1Nc1nc2ccc(C)cc2n2cnnc12,-7.4%
O=[N+]([O-])c1ccc(NCCc2ccccc2)c(Br)c1,-4.2%
CCn1cc(S(=O)(=O)c2cc(C)cc(C)c2)c(=O)c2cc(F)c(N3CCN(c4ccccc4)CC3)cc21,6.9%
CCOc1ccccc1OCCC(=O)OCC(=O)Nc1c(C)nn(-c2ccccc2)c1C,-5.0%
CC(OC(=O)Cc1c[nH]c2ccccc12)C(=O)Nc1ccccc1[N+](=O)[O-] (stereo not given),9.5%
CCOc1ccc(NC(=O)NCc2cccn2Cc2ccccc2)cc1,-8.8%
C[C@@H]1CCCCO[C@H](CN(C)C(=O)CCC(F)(F)F)[C@@H](C)CN([C@H](C)CO)C(=O)c2cc(NC(=O)c3ccncc3)ccc2O1,-6.7%
COc1ccc(NC(=O)c2cccs2)cn1,-6.3%
CCOC(=O)c1ccc(N2C(=O)c3n[nH]c(-c4cccs4)c3C2c2ccc(Cl)cc2Cl)cc1 (stereo not given),8.7%
CC(NC(=O)c1ccc([N+](=O)[O-])cc1Cl)C1CC2CCC1C2 (stereo not given),2.4%
N#Cc1ccc(OCC(=O)NCCCN2CCCC2=O)cc1,0.6%
CNC(=O)c1ccc2c(c1)N(Cc1ccccc1Cl)C(=O)c1ccccc1S2,12.3%
Cc1ccc(CSc2nc3ccc(NC(=O)COc4ccc(F)cc4)cc3s2)cc1,-3.9%
CCc1ccc(OCc2cc(=O)n3c4c(sc3n2)CCCC4)cc1,7.6%
COc1ccc(Cn2c(CCC(=O)NCc3ccc(Cl)cc3)nc3cccnc32)cc1,9.7%
Cc1cccc(NC(=O)CN(c2ccc(C(C)C)cc2)S(=O)(=O)c2c(C)nn(C)c2C)c1C,1.0%
Cc1ccc(C)c(N2CCN(C(=O)c3cc4ccc5cccnc5c4[nH]3)CC2)c1,3.3%
Cn1c(CNC(=O)CSc2nc(-c3ccccc3F)nc3cc(=O)[nH]n23)nc2ccccc21,0.0%
CC(=O)N1c2ccccc2CC1C(=O)N1CCN(c2ccc(F)cc2)CC1 (stereo not given),-5.7%

Exported field by field: entries from further up
CCOc1ccc(NC(=O)NCc2cccn2Cc2ccccc2)cc1
- aSyn yeast rescue = -8.8%

C[C@@H]1CCCCO[C@H](CN(C)C(=O)CCC(F)(F)F)[C@@H](C)CN([C@H](C)CO)C(=O)c2cc(NC(=O)c3ccncc3)ccc2O1
- aSyn yeast rescue = -6.7%

A few values from above.
aSyn yeast rescue, COc1ccc(CC(=O)NC(C)CCc2ccccc2)cc1 (stereo not given) is entered as 10.7%
aSyn yeast rescue, Cc1cccc(NC(=O)CN(c2ccc(C(C)C)cc2)S(=O)(=O)c2c(C)nn(C)c2C)c1C is entered as 1.0%
aSyn yeast rescue, CNC(=O)c1ccc2c(c1)N(Cc1ccccc1Cl)C(=O)c1ccccc1S2 is entered as 12.3%
aSyn yeast rescue, CCc1cc2c(cc3c(=O)n(CC(=O)NCc4cc(Br)ccc4OC)ncn32)s1 is entered as -7.3%

Three compounds already listed, sorted by molar mass, smallest number first:
Structure,aSyn yeast rescue
COc1ccc(NC(=O)c2cccs2)cn1,-6.3%
Cc1ccc(CSc2nc3ccc(NC(=O)COc4ccc(F)cc4)cc3s2)cc1,-3.9%
CCc1cc2c(cc3c(=O)n(CC(=O)NCc4cc(Br)ccc4OC)ncn32)s1,-7.3%

Next section.
Structure,aSyn yeast rescue
Cc1ccc(CNC(=O)CCCn2c(=O)[nH]c3ccc(Br)cc3c2=O)cc1,-4.1%
CCOC(=O)C1CCC(CN(Cc2ccc(OC)cc2)S(=O)(=O)c2ccc(F)c(C(=O)Nc3cc(C)ccc3C)c2)CC1 (stereo not given),-4.7%
CC(=O)N1c2ccc(S(=O)(=O)NCC3CCC(C(=O)NC(C)(C)C)CC3)cc2CC1C (stereo not given),-0.8%
Cn1c(=O)c2c(c3ccccc31)OC(=O)CC2c1ccccc1 (stereo not given),-12.3%
CN1CCN(c2nc(-c3cccnc3)nc3scc(-c4ccccc4)c23)CC1,4.9%
Cc1ccccc1Cn1nnc2c(=O)[nH]c(C3CCCN(C(=O)c4ccc(F)cc4)C3)nc21 (stereo not given),-1.1%
Cc1cc(C)cc(NC(=O)CN2C(=O)CCc3cc(S(=O)(=O)N4CCCCC4)ccc32)c1,-1.4%
Cc1cc(/C=C2\SC(N)=NC2=O)c(C)n1-c1ccc(F)cc1,-4.6%
CCc1ccc(NC(=O)C(=O)NCC(c2ccc3c(c2)OCO3)N2CCN(C)CC2)cc1 (stereo not given),8.4%
Cc1cc2c(cc1NC(=O)c1ccc(C(C)(C)C)cc1)n(C)c(=O)c(=O)n2C,8.5%
O=C(CSc1nccc(=O)[nH]1)Nc1ccc2c(c1)OCCO2,-6.4%
CCOC(=O)c1ccc(NC(=O)Cn2ccc([N+](=O)[O-])n2)cc1,-2.6%
COc1ccc(C(=O)NC(=S)NNC(=O)c2cccc(C)c2)cc1,5.2%
O=c1c(S(=O)(=O)c2ccccc2)cn(Cc2ccccc2)c2cc(N3CCCC3)c(F)cc12,-3.5%
CCOc1ccc2c(c1)c(=O)c(S(=O)(=O)c1ccc(F)cc1)cn2CC(=O)Nc1ccccc1C,-0.8%
O=[N+]([O-])c1cc(CN(CCO)CCO)ccc1O,-5.1%
CCOCCCNC(=O)c1ccc(Cn2c(=O)c3cccn3c3cccnc32)cc1,-2.9%
CCOC(=O)c1c(S(=O)(=O)N2CCC(C(=O)N3CCN(c4ccccc4F)CC3)CC2)c(C)n(C)c1C,4.0%
Cc1ccc(Cn2c(=O)c3ccccc3n3c(CCC(=O)O)nnc23)cc1,7.8%
CCc1cc(C(=O)N(CCCOC)c2c(N)n(Cc3ccccc3)c(=O)[nH]c2=O)sc1C,6.5%
CCOc1ccc(CCNC(=O)c2cc3c(s2)-c2c(C)cccc2OC3)cc1,-13.3%
COc1ccc(NC(=O)CCN2C(=O)/C(=C/c3ccc4c(c3)OCO4)SC2=S)cc1,-1.3%
CCCCOc1ccc(C(=O)CCN2CCOCC2)cc1,-5.3%
COC(=O)NNC(=O)C1CCC(C(=O)NNC(=O)OC)CC1 (stereo not given),-3.0%
CCOc1ccc(OCC)c(NC(=O)C2CCN(S(=O)(=O)c3c(C)[nH]c(=O)[nH]c3=O)CC2)c1,4.7%

The listing continues:
Structure,aSyn yeast rescue
Cc1ccccc1-c1nc(CN2CCC(C(=O)NCc3ccc(F)cc3)CC2)c(C)o1,6.3%
O=C(O)c1ccccc1NC(=O)N1c2ccccc2Sc2ccccc21,-7.3%
CCc1ccc(CNC(=O)c2ccc(-n3c(C)cc4c3CCC(C)C4)cc2)cc1 (stereo not given),1.4%
Cc1cccc(Nc2sc(C(=O)c3cc4cc(Cl)ccc4o3)c(N)c2C#N)c1,5.0%
Cc1ccsc1/C=N/NC(=O)c1cccs1,2.4%
COc1ccc2c(c1)CCc1sc(NC(=O)c3ccc(Cl)cc3)nc1-2,-11.3%
CC(C)CNc1nc(NC(C)(C)C)nc(Oc2ccc(=O)n(-c3ccccc3)n2)n1,10.1%
CN1C(=O)[C@H]2[C@@H](c3ccc(C(F)(F)F)cc3)N[C@]3(CCCN(Cc4ccc(Br)cc4)C3=O)[C@H]2C1=O,6.8%
CCc1ccccc1NC(=O)Cn1nnc(C(=O)NCc2cccc(OC)c2)c1N,2.4%
Cc1cccc(CS(=O)(=O)Cc2ccc(C(=O)NCc3ccc(F)cc3)o2)c1,2.8%
O=C(NCCS(=O)(=O)N1CCCC1)c1ccccc1,3.0%
